# CHOP inhibitor: CHOP inhibition in unfolded protein response; CHO-K1 CHOP-promoter luciferase, tunicamycin-induced, 15-18 h; inhibition, % at 10 µM; 3.8% of 220,000 active; AID 2732;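 active = compounds that reduced the stress-induced luciferase reporter signal by more than about 70% of percent inhibition, limit read from the data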;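 also: 0% = tunicamycin plus vehicle and 100% = wells without tunicamycin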
# TRPML3 ag: activates the human TRPML3 channel | HEK293 TRPML3-YFP, Fluo-8 calcium fluorescence; 100% = the carbachol control signal | activation, % at 3 µM | 0.29% of 220,000 active | AID 1448;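 active = activation above its plate's cutoff, the mean activation of the plate's test wells plus 3 SD, cut at about 12% in these data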;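 also: 0% = DMSO only wells and 100% = carbachol wells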
#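 Material: HEK293 cells stably carrying human TRPML3-YFP; compound dosing: single dose, 3 µM final nominal compound, 0.3% DMSO final; incubation: 1-h 37 °C dye load, 5-s basal, 120-s post-compound reads; technique: Fluo-8 intracellular calcium fluorescence, excitation 470-495 nm, emission 515-575 nm; read-out basis: percent activation from peak-to-basal fluorescence ratio, scaled between DMSO and carbachol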
# PPC-1+TRAIL kill: PPC-1 cancer cell killing with TRAIL present; 0.41% of 220,000 active; cell killing (% activity), % at 4 µM; PPC-1 cells + TRAIL, ATPLite viability luminescence;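 active = cell killing above 50% in the first pass at 4 µM, then a duplicate retest at 5 µM averaging 50% or more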;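 also: plate controls were cells with TRAIL plus DMSO for no effect and medium-only wells lacking cells for full effect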
# RBBP9 inh: inhibitors of human serine hydrolase RBBP9; O75884; recombinant RBBP9, FP-Rh probe fluorescence polarization; inhibition, % at 7.94 µM; 0.2% of 220,000 active; AID 1515;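 active = inhibition above the campaign mean of all tested compounds plus 3 SD, cut at about 14% in these data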;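 also: plate controls were DMSO wells with RBBP9 for no effect and wells lacking RBBP9 protein for full effect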
# Target sequence (O75884 whole entry, looked up): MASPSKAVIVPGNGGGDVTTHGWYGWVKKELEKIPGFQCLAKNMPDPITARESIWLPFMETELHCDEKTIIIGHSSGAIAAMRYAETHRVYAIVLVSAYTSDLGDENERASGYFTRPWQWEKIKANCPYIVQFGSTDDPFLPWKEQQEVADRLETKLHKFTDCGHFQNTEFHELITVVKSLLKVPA
#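 Controls: DMSO-treated enzyme wells and wells lacking RBBP9 | Material: RBBP9 protein | Technique: Fluorescence polarization | Replication: Single well per compound, no replicates | Buffer or medium: Tris-NaCl-Pluronic buffer, pH 8.0 | Timing: 30 min compound preincubation, 45 min probe labeling, 25 °C | Read-out basis: Percent inhibition from mP, scaled between DMSO and no-protein wells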
# TNF death inh: blocks TNF-alpha induced death of Jurkat FADD-/- cells; activation (protection from cell death), % at 10 µM; Jurkat FADD-/- TNF necroptosis rescue, ATP luminescence, 24 h; 0 = TNF only, 100 = no-TNF cells; 0.068% of 220,000 active; AID 463075;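 active = activation, meaning protection from cell death, of at least 50% relative to plate controls; inactive = activation below 50%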;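 also: necroptosis triggered by 40 ng/mL TNF-alpha added together with compound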
# Ba/F3 V617F tox: loss of viability in JAK2V617F-driven Ba/F3 cells; inhibition, % at 5.6 µM; Ba/F3 EpoR-JAK2V617F viability, ATP luminescence; 1.1% of 220,000 active;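 active = inhibition above the campaign mean plus 3 SD over all tested compounds, cut at about 24% in these data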;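 also: cytokine-independent growth of Ba/F3 cells driven by EpoR plus mutant JAK2; 0% = DMSO-treated cells and 100% = JAK inhibitor I control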
# BaF3 parental: counter-screen for JAK2V617F inhibitors: parental Ba/F3 viability inhibitors | CellTiter-Glo ATP luminescence | inhibition, % at 5.6 µM | 1.1% of 220,000 active;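 active = inhibition above a per-campaign cutoff, the mean inhibition of all tested compounds plus 3 SD, cut at about 27% in these data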;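 also: 0% = DMSO wells and 100% = JAK Inhibitor I control wells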
# Wee1 degr inh: inhibitors of human Wee1 degradation; P30291; reporter increase, % at 5 µM; HeLa Luc-Wee1K328M stability, luciferase luminescence; 100% = proteasome inhibitor MG132 effect; 1.2% of 220,000 active; AID 1321;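 active = activation above the mean of all tested compounds plus 3 SD, set per screening run, cut at about 8.8% in these data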;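 also: cells exposed to compound for 20 h before luminescence read; 0% = DMSO alone and 100% = MG132 at 30 µM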
# Target sequence (P30291 whole entry K328M): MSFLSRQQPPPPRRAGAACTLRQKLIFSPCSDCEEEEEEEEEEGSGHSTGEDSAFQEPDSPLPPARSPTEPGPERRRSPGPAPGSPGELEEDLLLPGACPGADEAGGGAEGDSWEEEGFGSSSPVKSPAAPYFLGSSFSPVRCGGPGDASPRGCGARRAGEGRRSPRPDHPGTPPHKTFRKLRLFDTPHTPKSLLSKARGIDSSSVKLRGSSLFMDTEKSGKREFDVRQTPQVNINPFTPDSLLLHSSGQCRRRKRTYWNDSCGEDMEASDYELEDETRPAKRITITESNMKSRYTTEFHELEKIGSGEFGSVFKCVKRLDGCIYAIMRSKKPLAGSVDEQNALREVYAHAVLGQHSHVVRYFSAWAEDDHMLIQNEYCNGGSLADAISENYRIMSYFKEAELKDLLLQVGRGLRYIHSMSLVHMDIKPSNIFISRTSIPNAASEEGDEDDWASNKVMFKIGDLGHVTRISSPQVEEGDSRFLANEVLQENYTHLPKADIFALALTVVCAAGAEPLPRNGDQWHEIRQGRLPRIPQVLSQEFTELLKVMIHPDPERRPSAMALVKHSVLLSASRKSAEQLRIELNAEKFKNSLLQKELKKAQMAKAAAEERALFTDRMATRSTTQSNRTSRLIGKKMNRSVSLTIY
# zfTRPN1 agonist: agonists of zebrafish TRPN1 channel | AID 1424 | HEK293 zebrafish TRPN1-YFP, Fluo-8 calcium fluorescence; 100% = response to 87 µM carbachol | 0.18% of 220,000 active | activation, % at 3 µM;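 active = activation above its plate's cutoff, the mean activation of test wells on that plate plus 3 SD, cut at about 19% in these data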;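 also: 0% = DMSO alone and 100% = 87 µM carbachol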
#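 Material: zebrafish TRPN1-YFP in HEK293 cells. Doses: one dose of 3 µM, 0.3% DMSO. Incubation: dye 1 h 37 °C plus 30 min RT. Measured by: intracellular calcium fluorescence with Fluo-8.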
# Active calls of the source: *; x = not tested or not shown.
SMILES,CHOP inhibitor,TRPML3 ag,PPC-1+TRAIL kill,RBBP9 inh,TNF death inh,Ba/F3 V617F tox,BaF3 parental,Wee1 degr inh,zfTRPN1 agonist
CCCCNC(=O)CC1N=C2c3ccccc3N=C(SCC(=O)Nc3ccccc3OC)N2C1=O (configuration not stated),1,-0.1,14,-9,0.6,-3,6,1,-0.1
Nc1ncn(CC(=O)c2ccccc2)n1,6,0.7,23,-8,-1.0,2,4,3,1.8
Cc1cc(-c2ccco2)n(CC(=O)O)n1,7,0.5,35,-3,1.8,-2,4,4,1.6
CCn1c(COc2ccc(OC)cc2)nnc1SCC(=O)Nc1cc(OC)ccc1OC,49,0.2,0,0,1.7,-1,2,3,1.8
CCC(C)NC(=O)C1(C)CCC(=O)N1CCc1ccc(OC)c(OC)c1 (configuration not stated),-4,0.3,8,-7,1.1,-1,1,0,-0.3
O=c1oc(-c2ccco2)nc2sc3c(c12)CCCC3,-9,1.7,-3,-1,-6.8,6,5,-3,-0.3
COc1ccc2nc(-c3ccccc3)cc(OC)c2c1,49,-0.7,1,-1,1.3,0,6,1,-3.3
COc1ccc(N=Nc2c(C)[nH][nH]c2=O)cc1,52,0.1,20,-6,-1.3,1,4,0,-1.8
O=C(Oc1ccc(=O)n(-c2ccccc2)n1)c1ccc(Cl)cc1,52,-0.1,2,0,-0.9,0,1,2,0.3
CCOC(=O)C(=CNCC(=O)O)C(=O)OCC,-35,1.2,10,-7,-1.3,-5,1,0,-1.4
CC(CCc1ccccc1)NCC(O)c1cccc([N+](=O)[O-])c1 (configuration not stated),7,0.9,4,-1,4.5,1,7,2,1.6
COc1ccc(NS(=O)(=O)c2ccc(S(=O)(=O)N3CCCC3)cc2)cc1,7,1.5,11,-6,-0.7,0,4,-1,2.5
O=C(CCSc1nnc2ccc3ccccc3n12)Nc1ccc(F)cc1,25,1.0,-16,-4,1.2,-3,1,0,-0.1
CCOC(=O)c1[nH]c(=O)[nH]c1CSCCO,7,0.9,-5,2,0.3,-1,4,-1,1.2
CN(C)CCOc1ccc2c(c1)Sc1ccccc1CC2=O,5,1.6,-4,-6,3.8,-1,2,-2,1.9
CCCCc1cc2c(cc1NC(=O)CN1CCCCC1)OCCO2,3,-0.3,-22,-5,0.5,0,0,-1,-2.9
COC(=O)c1cc(=O)n2c(-c3ccc(OC)cc3)csc2n1,-9,0.8,1,-1,-0.7,-4,3,1,0.5
NC(=O)C1=C[C@H](c2ccc(C(F)(F)F)cc2)C[C@H](OCc2ccc(CO)cc2)O1,14,1.1,17,-4,1.7,-1,-4,0,3.0
CCN(CC)S(=O)(=O)c1ccc(-c2nnc(SCC(=O)Nc3ccc(OC)c(OC)c3)o2)cc1,25,0.9,8,5,0.7,-1,7,1,2.6
Cn1c(=O)[nH]c2ccc([N+](=O)[O-])nc21,-12,0.3,27,-7,1.1,1,11,-1,0.8
COc1ccc(NC(=O)CSc2nnc(-c3ccc(C)cc3)n2N)cc1,19,-0.8,0,-10,0.9,-2,-2,1,-1.2
CCOC(=O)c1ccccc1NC(=O)CSc1nc2ccccc2c(=O)[nH]1,22,1.0,24,-1,-0.7,3,5,1,0.9
CC(=O)c1ccccc1NS(C)(=O)=O,28,0.7,18,5,0.3,-3,0,-2,-0.3
Cn1c(SC2CCCCC2=O)nnc1-c1ccccc1F (configuration not stated),-8,0.8,-17,2,0.0,0,4,-2,0.1
N#Cc1c(-c2ccc(F)cc2)cc(C2CC2)nc1SCC(=O)c1cccs1,4,0.9,-8,-3,-1.2,-3,4,-1,3.4
Cn1c(=O)[nH]c(=O)c2c1nc(N(CCO)Cc1ccccc1)n2Cc1ccccc1Cl,24,-0.3,-10,13,-4.9,-3,0,-2,-0.1
O=[N+]([O-])c1ccc(NCCNc2ccc(Cl)nn2)cc1,0,0.2,5,7,3.0,-6,0,3,-1.1
O=C(O)CNC(=O)c1cccc(C(F)(F)F)c1,-4,0.3,-13,1,0.2,4,4,0,0.5
COc1ccc(CC(=O)NNC(=O)c2nn(Cc3ccccc3)c(=O)c3ccccc23)cc1OC,-9,-1.0,24,-1,2.0,2,2,2,-0.1
Cc1ccccc1CSc1nc(C(C)(C)C)cc(=O)[nH]1,4,0.8,-10,-6,-0.6,1,12,2,0.5
O=C(OCc1cc(=O)n2c(n1)sc1ccccc12)c1cccc(O)c1,0,1.0,14,-4,0.4,-2,3,1,0.6
COc1cc(NS(=O)(=O)c2ccc3[nH]c(=O)oc3c2)cc(OC)c1,19,1.5,4,-4,-0.3,2,6,1,0.1
O=[N+]([O-])c1ccc(Sc2ccccc2)nc1,19,0.1,6,-3,42,3,8,2,-0.3
O=C(O)c1ccccc1C(=O)NCC(O)COCC1CC=CCC1 (configuration not stated),46,0.2,11,1,0.0,-3,2,5,1.0
Cc1cc(C)nc(/N=C2\NC(=O)CC3C(=O)NCCN23)n1 (configuration not stated),18,0.7,-2,6,-0.5,-1,3,1,-0.1
CC(C)NC(=O)COC(=O)c1ccccc1Oc1ccccc1,-4,-0.3,39,-2,0.8,-5,3,1,-1.4
CCOc1ccccc1OCCCNCc1ccco1,2,-1.2,8,0,3.5,2,5,-2,1.4
CCOC(=O)N1CCN(Cc2nc(N)nc(Nc3ccccc3C)n2)CC1,15,0.1,24,-2,1.6,8,6,2,-0.1
OC1C2(Cc3ccccc3)CN3CCN(C2)CC1(Cc1ccccc1)C3 (configuration not stated),x,0.3,28,-5,-0.5,-1,4,0,0.9
COc1ccc(NC(=O)CC2C(=O)NCCN2C(=O)c2ccc(Cl)cc2)cc1 (configuration not stated),-7,0.5,-9,-8,1.1,-1,-2,-1,0.6
Cc1ccc(S(=O)(=O)NCc2cn3c(C)csc3n2)cc1,16,-0.1,3,-3,-1.5,2,4,-3,-0.9
O=C(NCCO)/C(=C/c1ccc2c(c1)OCO2)NC(=O)c1ccc(Br)cc1,2,0.7,19,-4,1.1,-1,0,0,-0.5
O=C(CSC1=NCCS1)N1CCCCCC1,-11,1.1,-15,-5,30,-2,6,1,2.2
Cc1cccc(N(CC(=O)O)CC(=O)O)c1,22,0.7,5,-4,1.0,-1,8,2,0.5
COc1ccc(C2(CNC(C)=O)CCOCC2)cc1OC,35,1.5,21,-5,0.4,0,3,6,1.2
CN(c1ccccc1C(=O)Nc1ccc(S(=O)(=O)N2CCOCC2)cc1)S(C)(=O)=O,2,1.6,10,-3,0.8,4,4,1,4.7
COc1nc(Nc2ccc([N+](=O)[O-])cc2)nc(NC2CCCCC2)n1,82*,-0.7,2,1,4.3,3,-3,-3,-0.1
Cc1ccc(C(NC(=O)N2CCCC2)C(Cl)(Cl)Cl)cc1F (configuration not stated),19,-0.1,19,-10,-1.5,-1,4,1,-0.5
O=C(CCN1C(=O)c2ccncc2C1=O)Nc1ccc2c(c1)OCCO2,13,1.0,7,-11,1.4,-2,7,0,1.1
CCn1c(SCC(=O)N2CCCCC2)nnc1-c1ccc(S(=O)(=O)N2CCN(C)CC2)cc1,-15,0.6,42,-2,-2.5,-1,2,-3,0.2
CCOC(=O)C1=C(C)NC(=O)CC1c1ccccc1OC (configuration not stated),-9,-0.2,19,-4,-0.5,-2,-1,0,-1.0
Cc1ccc2cc(COC(=O)c3ccncc3)c(=O)[nH]c2c1,20,0.7,12,-5,0.3,-2,0,-1,2.7
COc1cccc(OC)c1C(=O)Nc1ccc(N2CCCCC2)cc1,15,0.7,2,6,0.4,-1,10,-3,1.9
Cc1c(NC(=O)Cn2[nH]c(=O)c3ccccc3c2=O)c(=O)n(-c2ccccc2)n1C,-2,0.7,11,4,1.2,-4,2,-2,0.8
CC(OC(=O)CCc1nc2ccccc2[nH]c1=O)C(=O)c1ccccc1 (configuration not stated),13,0.3,4,-13,-1.3,-3,4,3,0.9

# Grouped by structure, the entries above containing an aryl thioether with sulfur outside any ring (10)
SMILES,CHOP inhibitor,TRPML3 ag,PPC-1+TRAIL kill,RBBP9 inh,TNF death inh,Ba/F3 V617F tox,BaF3 parental,Wee1 degr inh,zfTRPN1 agonist
CCn1c(COc2ccc(OC)cc2)nnc1SCC(=O)Nc1cc(OC)ccc1OC,49,0.2,0,0,1.7,-1,2,3,1.8
O=C(CCSc1nnc2ccc3ccccc3n12)Nc1ccc(F)cc1,25,1.0,-16,-4,1.2,-3,1,0,-0.1
CCN(CC)S(=O)(=O)c1ccc(-c2nnc(SCC(=O)Nc3ccc(OC)c(OC)c3)o2)cc1,25,0.9,8,5,0.7,-1,7,1,2.6
COc1ccc(NC(=O)CSc2nnc(-c3ccc(C)cc3)n2N)cc1,19,-0.8,0,-10,0.9,-2,-2,1,-1.2
CCOC(=O)c1ccccc1NC(=O)CSc1nc2ccccc2c(=O)[nH]1,22,1.0,24,-1,-0.7,3,5,1,0.9
Cn1c(SC2CCCCC2=O)nnc1-c1ccccc1F (configuration not stated),-8,0.8,-17,2,0.0,0,4,-2,0.1
N#Cc1c(-c2ccc(F)cc2)cc(C2CC2)nc1SCC(=O)c1cccs1,4,0.9,-8,-3,-1.2,-3,4,-1,3.4
Cc1ccccc1CSc1nc(C(C)(C)C)cc(=O)[nH]1,4,0.8,-10,-6,-0.6,1,12,2,0.5
O=[N+]([O-])c1ccc(Sc2ccccc2)nc1,19,0.1,6,-3,42,3,8,2,-0.3
CCn1c(SCC(=O)N2CCCCC2)nnc1-c1ccc(S(=O)(=O)N2CCN(C)CC2)cc1,-15,0.6,42,-2,-2.5,-1,2,-3,0.2

# Three structures from above, arranged by SMILES length, lowest first.
SMILES,CHOP inhibitor,TRPML3 ag,PPC-1+TRAIL kill,RBBP9 inh,TNF death inh,Ba/F3 V617F tox,BaF3 parental,Wee1 degr inh,zfTRPN1 agonist
Cc1ccc(C(NC(=O)N2CCCC2)C(Cl)(Cl)Cl)cc1F (configuration not stated),19,-0.1,19,-10,-1.5,-1,4,1,-0.5
O=C(CCN1C(=O)c2ccncc2C1=O)Nc1ccc2c(c1)OCCO2,13,1.0,7,-11,1.4,-2,7,0,1.1
COc1nc(Nc2ccc([N+](=O)[O-])cc2)nc(NC2CCCCC2)n1,82*,-0.7,2,1,4.3,3,-3,-3,-0.1

# Bioassay records from PubChem.
